Screening results: PubChem, National Center for Advancing Translational Sciences (NCATS)
TDP1 cell CPT: qHTS for Inhibitors of human tyrosyl-DNA phosphodiesterase 1 (TDP1): qHTS in cells in presence of CPT | Potency, µM (series often up to 46.2 µM), without a hit: at the highest dose activity change, negative = growth inhibition, actives largely listed as inhibitors | chicken DT40 Tdp1-/-;hTDP1 cells + 20 nM CPT, ATP luminescence, 48 h | AID 686979, 2013 | 12% of 420,000 active; further: nearly all actives have a fitted effect of over 55% in size
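Chicken DT40 Tdp1-/- cells complemented with human TDP1, 400 cells/well, exposed to compounds plus 20 nM camptothecin for at least 48 h at 37 C; viability read as ATP content by CellTiter-Glo luminescence.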
DT40 TDP1 no CPT: qHTS for Inhibitors of human tyrosyl-DNA phosphodiesterase 1 (TDP1): qHTS in cells in absence of CPT. DT40 Tdp1-/- hTDP1 cells, no CPT, ATP luminescence, 48 h. Potency, µM (series often up to 46.2 µM), without a hit: at the top dose activity change, negative = growth inhibition, actives largely listed as inhibitors. 15% of 420,000 active; further: nearly all actives have a fitted effect of over 55% in size
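Chicken DT40 Tdp1-/- cells stably complemented with human TDP1 were seeded at 400 cells/well with DMSO in place of 20 nM camptothecin. After compound pinning, cells grew at least 48 hr at 37 °C; viability read by CellTiter-Glo luminescence.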
KAT2A inh: qHTS Assay for Inhibitors of GCN5L2. 0.21% of 390,000 active. Histone acetyltransferase KAT2A (Homo sapiens), Q92830. Potency, µM (highest dose often 58.9 µM), for inactives: at the highest dose activity change, negative = inhibition, most hits filed as inhibitors. GCN5L2 HAT assay, ThioGlo1 CoA-SH fluorescence
Target sequence (Q92830 whole entry, looked up): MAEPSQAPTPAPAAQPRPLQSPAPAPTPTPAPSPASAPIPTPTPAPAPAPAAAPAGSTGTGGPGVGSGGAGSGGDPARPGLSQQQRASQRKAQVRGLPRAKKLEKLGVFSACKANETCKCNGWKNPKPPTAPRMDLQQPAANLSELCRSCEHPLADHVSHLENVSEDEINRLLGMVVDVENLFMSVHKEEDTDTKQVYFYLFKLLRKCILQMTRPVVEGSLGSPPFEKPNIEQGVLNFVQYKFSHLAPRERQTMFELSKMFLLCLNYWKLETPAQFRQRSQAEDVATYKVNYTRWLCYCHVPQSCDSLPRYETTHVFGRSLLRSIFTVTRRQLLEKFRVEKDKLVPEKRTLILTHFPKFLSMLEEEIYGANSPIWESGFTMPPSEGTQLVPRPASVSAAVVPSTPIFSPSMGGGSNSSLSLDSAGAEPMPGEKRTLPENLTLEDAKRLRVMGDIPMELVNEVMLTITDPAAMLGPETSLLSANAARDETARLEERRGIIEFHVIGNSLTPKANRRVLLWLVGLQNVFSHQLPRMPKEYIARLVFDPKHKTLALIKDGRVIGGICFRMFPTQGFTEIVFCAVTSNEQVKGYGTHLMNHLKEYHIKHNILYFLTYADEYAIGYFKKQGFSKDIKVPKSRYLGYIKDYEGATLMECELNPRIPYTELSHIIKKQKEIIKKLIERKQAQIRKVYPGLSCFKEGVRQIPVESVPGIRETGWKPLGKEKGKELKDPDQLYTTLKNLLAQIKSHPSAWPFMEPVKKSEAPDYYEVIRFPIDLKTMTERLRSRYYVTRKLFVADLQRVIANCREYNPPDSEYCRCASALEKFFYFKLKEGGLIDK
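Preincubate 20nM GCN5L2 with compound 15 min, RT → add 50uM ThioGlo1 + 75uM H3(1-25) + 70uM acetyl-CoA → read fluorescence 0 and 20 min. Primary qHTS; fluorescent artifacts likely.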
An asterisk follows results filed as active; u = inconclusive; x = no result given; & = joins results of further samples; [ ] = remark or other dose. The call rests on the fitted dose curve; in most records, active means well fitted curve in the direction sought with a large enough effect; inconclusive means small, poorly fitted or top-dose-only effect, or another doubt; inactive means no such curve, though single readings can be large; an effect the other way counts as inactive or inconclusive. On the % scale 0 is the no-effect control and ±100 the full control effect; potency means the concentration at half of the fitted maximal effect.

Below each SMILES: TDP1 cell CPT | DT40 TDP1 no CPT | KAT2A inh
COc1ccc(C(=O)n2nc(-c3ccc(C)cc3)nc2N)cc1OC
    13µM* | 10µM* | -8%
Cc1cccc(NC(=S)N(CCCN2CCOCC2)Cc2ccccn2)c1
    17% | -5% | 1%
COc1ccc(-c2coc3c(C(=O)Nc4cccc(C(C)=O)c4)cccc23)c(C)c1
    18µM* | 21µM* | x
O=C(CN1CCOCC1)Nc1ncc(Br)cc1Br
    -6% | -12% | -4%
C=CCN1C(=O)C2(NNc3ccccc3O2)c2ccccc21 (centres undefined)
    6.5µM* | 8.2µM* | 3%
COc1cccc(CNC(=O)CCNS(=O)(=O)c2ccc3[nH]c(=O)oc3c2)c1
    -2% | 4% | -30%
CCOC(=O)C1CCN(S(=O)(=O)c2ccc3c(c2)CC(C)N3C(=O)C2CC2)CC1 (centres undefined)
    -30% | u | -2%
O=C(CSc1nc(N2CCOCC2)nc(N2CCOCC2)n1)Nc1cccc(C(F)(F)F)c1
    -25% | u | -2%
O=C1[C@H]2C(c3ccccc3)=NN(c3ccccc3)[C@H]2C(=O)N1c1ccccc1
    -15% | 2% | u
CCOC(=O)C(CC)n1cnc2c(nnn2-c2ccccc2)c1=O (centres undefined)
    -19% | -9% | -11%
CCC(CC)c1nnc(NC(=O)COc2ccc3c(C)cc(=O)oc3c2)s1
    u | u | -12%
C=COCCNC(=O)C1CC(=O)N(c2ccc(C)cc2)C1 (centres undefined)
    -4% | 2% | -6%
C=CCNC(=O)C1CCN(S(=O)(=O)c2ccc3ccccc3c2)CC1
    11% | 5% | -13%
CCOc1ccc(NC(=O)Cn2cc(C(=O)c3ccc(C)c(C)c3)c(=O)c3cc(OC)c(OC)cc32)cc1
    -12% | -1% | 0%
CSCCC(NS(=O)(=O)c1ccc(C)cc1C)C(=O)Nc1cccnc1 (centres undefined)
    2% | -13% | -4%
COc1cccc(C2c3c(-c4ccccc4O)n[nH]c3C(=O)N2Cc2ccco2)c1 (centres undefined)
    u | u | -1%
CN(C)c1ccc(N2C(=O)CC(c3ccccc3)CC2=O)cc1
    9% | -14% | -3%
O=C(NC(=S)Nc1ccccc1Br)C1CCCC1
    -21% | u | -6%
Cc1cc(C)c2c(c1)-c1c(ssc1=S)C(C)(C)N2C(=O)CSc1nncn1C
    26µM* | 23µM* | -6%
Cc1ccc(OCC(=O)NC(C)c2ccccc2)cc1 (centres undefined)
    3% | -1% | -2%
NC(=O)c1ccc(NC(=O)COC(=O)c2c3c(nc4ccccc24)/C(=C\c2ccc4c(c2)OCO4)CCC3)cc1
    12µM* | 8.2µM* | -4%
Cc1nn(CCCC(=O)NCCc2ccc(Cl)cc2)c(=O)c2c1sc1ccccc12
    u | u | -11%
COC(=O)Cc1c(C)c2ccc(OCC(=O)N3CCOCC3)cc2oc1=O
    1% | -19% | -7%
COc1ccc(OC)c(S(=O)(=O)Nc2ccc(C(C)=O)cc2)c1
    11µM* | 18µM* | 1%
COc1ccc(C(=O)Nn2c(C)nc3ccccc3c2=O)c(OC)c1
    9% | -5% | -7%
Cc1ccc(NC(=O)C(=O)NCCN2CCN(Cc3ccc([N+](=O)[O-])cc3)CC2)cc1
    -28% | u | 2%
Fc1ccc(Cn2c(SCc3ccc(F)c(C(F)(F)F)c3)nnc2C(F)(F)F)cc1
    u | u | -9%
O=C(NC(=S)NCC1CCCO1)c1ccc(Br)o1 (centres undefined)
    -4% | -4% | 0%
Cc1cc(C)c(S(=O)(=O)N2CCOC2CNC(=O)C(=O)NCCN2CCOCC2)c(C)c1 (centres undefined)
    0% | 0% | -4%
O=C(NCCN1CCN(c2ccccc2F)CC1)c1cccn2c(=O)c3ccccc3nc12
    u | 16µM* | 0%

3 compounds from above, sorted by SMILES length, descending.
Below each SMILES: TDP1 cell CPT | DT40 TDP1 no CPT | KAT2A inh
NC(=O)c1ccc(NC(=O)COC(=O)c2c3c(nc4ccccc24)/C(=C\c2ccc4c(c2)OCO4)CCC3)cc1
    12µM* | 8.2µM* | -4%
CCC(CC)c1nnc(NC(=O)COc2ccc3c(C)cc(=O)oc3c2)s1
    u | u | -12%
Cc1ccc(OCC(=O)NC(C)c2ccccc2)cc1 (centres undefined)
    3% | -1% | -2%

Carrying on.
Below each SMILES: TDP1 cell CPT | DT40 TDP1 no CPT | KAT2A inh
CC(C)c1ccccc1N1CC(C(=O)O)CC1=O (centres undefined)
    6% | -2% | -3%
COc1ccc(OCC(=O)OCC(=O)NCc2ccco2)cc1
    0% | -10% | -5%
C/C(CC(=O)Nc1cccc(C(F)(F)F)c1)=N\NC(=O)C(=O)NCC(C)C
    5% | 5% | -13%
Cc1ccc(-c2c[n+](Cc3cccc(Cl)c3)c3n2CCC3)cc1
    0.92µM* | 0.52µM* | -18%
COc1ccc(CCNC(=O)COC(=O)C2CC2C)cc1 (centres undefined)
    -16% | -13% | -5%
COCc1c(C(=O)N2CCN(Cc3c(F)cccc3Cl)CC2)oc2ccccc12
    u | 21µM* | -2%
Cc1ccn(CCNC(=O)C2CCC(=O)N(Cc3ccc(Cl)cc3)C2)n1 (centres undefined)
    2% | 3% | -7%
Cc1cccc(CSc2cn(CC(=O)N3CCOCC3)c3ccccc23)c1
    u | u | -7%&3%
O=C(C1CCC1)N1CCc2cc(S(=O)(=O)Nc3ccc4c(c3)OCO4)ccc21
    11µM* | 14µM* | -12%
O=C(N/N=C/c1c[nH]c2ccccc12)C1CC1c1ccccc1 (centres undefined)
    12µM* | 21µM* | -3%
O=C(CCCC(=O)OCC1CCCO1)OCC1CCCO1 (centres undefined)
    2% | 3% | 0%
O=[N+]([O-])c1cccc(SSc2cccc([N+](=O)[O-])c2)c1
    3.7µM* | 4.6µM* | x
CCOc1ccc2[nH]cc(-c3csc(N)n3)c2c1
    u | 10µM* | 16%
C=CCNC(=O)c1ccccc1NC(=O)c1ccc(Cl)c(S(=O)(=O)Nc2ccccc2)c1
    u | u | 0%
Cc1ccnc2nc(C(=O)N3CCN(S(=O)(=O)c4ccccc4)CC3)nn12
    -11% | 3% | -2%
COc1ccccc1CNC(=O)C(NC(=O)c1ccccc1)C(C)C (centres undefined)
    -16% | -9% | -6%
COc1ccc(OC)c(CCNC(=O)CS(=O)(=O)Cc2nc(-c3cccc(Cl)c3)oc2C)c1
    u | u | -4%
Cc1c(C(=O)OCC(=O)NCc2ccccc2)oc2ccccc12
    -25% | -4% | -20%
CC1CCC2C(=O)N(c3ccc(Cc4ccncc4)cc3)C(=O)C2C1 (centres undefined)
    5.8µM* | 10µM* | -6%
O=C(Cn1cc(S(=O)(=O)Cc2ccccc2F)c2ccccc21)NCc1ccccc1
    -13% | -1% | -9%
C(=N\Nc1nc(Nc2ccccc2)nc(Nc2ccccc2)n1)/c1ccncc1
    u | -21% | -8%
CCS(=O)(=O)c1ccc2oc(SCC(=O)Nc3ccc(OC)cc3OC)nc2c1
    -10% | -30% | -11%
O=C(Cc1ccccc1)NCC(=O)N/N=C/c1ccc([N+](=O)[O-])s1
    23µM* | 15µM* | -4%
COCCCNC(=S)N1CCC(NC(=O)Nc2ccc(C)cc2)CC1
    2% | 7% | -10%
Cc1cc(C(=O)NCc2ccc(F)cc2)c2ccccc2n1
    6% | -1% | 2%
CC(C)C(c1nnnn1Cc1ccccc1)N1CCc2ccccc2C1 (centres undefined)
    u | 16µM* | -11%
CC1CCCCN1CCNC(=O)c1ccc2c(c1)N(Cc1ccccc1F)C(=O)c1ccccc1S2=O (centres undefined)
    -18% | 2% | -4%
CC(=O)Nc1cc(-c2nn(CC(=O)N3CCCCC3)c(=O)c3ccccc23)ccc1N1CCOCC1
    -2% | -15% | -3%
CC(=O)Nc1ccc(NC(=O)C(C)OC(=O)CCN=C2NS(=O)(=O)c3ccccc32)cc1 (centres undefined)
    1% | -13% | -9%
CCCCc1c(-c2ccccc2Br)ncn1CCc1ccccc1OC
    15µM* | 21µM* | x

(continued)
| Molecule | TDP1 cell CPT | DT40 TDP1 no CPT | KAT2A inh |
| --- | --- | --- | --- |
| CCOC(=O)C1(C)CCN1C(=O)c1ccc(F)c(Cl)c1 (centres undefined) | -30% | -16% | x |
| O=C(CCNC(=O)Cn1ccc2ccccc2c1=O)NCCCN1CCN(c2ccccc2F)CC1 | -24% | -10% | 0% |
| CCC(C)NC(=O)c1ccc2c(c1)N(Cc1ccccc1)C(=O)CS2 (centres undefined) | u | u | -13% |
| COc1ccccc1/C=C/c1nc(C#N)c(N2CCN(c3ccccc3)CC2)o1 | u | u | -15% |
| COc1ccccc1N1CCN(S(=O)(=O)c2c(C)sc3ncn(CC(=O)Nc4cccc(Cl)c4)c(=O)c23)CC1 | u | u | -8% |
| O=C(CN1CCCCC1)N1c2ccccc2Sc2ccc(C(F)(F)F)cc21 | u | u | -1% |
| C/C(=N\NC(=O)NC1CCCCC1)c1ccco1 | 13% | 3% | 0% |
| O=C(Nc1ccccc1C(=O)NCCCn1ccnc1)c1ccc(Cl)cc1Cl | -10% | -27% | 1% |
| COc1ccc(-c2sc3cc(OC)c(OC)cc3c2C#CC2(O)CCCCC2)cc1 | u | u | u |
| Cc1ccc2cc(N)ccc2n1 | 4% | -7% | 1% |
| Cc1ccc([C@H]2C(C#N)=C(N)Oc3cc(C)oc(=O)c32)o1 | 16µM* | 23µM* | -17% |
| O=C(COc1ccc2c3c(c(=O)oc2c1)CCC3)NCCN1CCOCC1 | 4% | 17% | -5% |
| CCOC(=O)C1=NN(c2ccccc2)C(=O)/C1=C\c1ccc(N(C)C)cc1 | -17% | u | -22% |
| c1ccc(Cn2nnnc2CN2CCN(Cc3ccc4c(c3)OCO4)CC2)cc1 | 21µM* | u | -9% |
| COc1ccccc1CNC(=O)c1ccc(N(C)S(=O)(=O)c2ccc(C)cc2)cc1 | u | -10% | -9% |
| CCc1cccc(CC)c1NC(=O)COC(=O)Cc1ccsc1 | 3% | -7% | 1% |
| COc1ccc(Nc2cc(C)nc3nc(C)nn23)cc1Cl | -18% | -13% | -21% |
| Cn1c(CC(=O)Nc2ccccc2F)nnc1SCC(=O)NC1CCCCC1 | 4% | 0% | -24% |
| COc1ccc(Nc2nc(-c3cccs3)nc3ccccc23)c(OC)c1 | 16µM* | 13µM* | -8% |
| CCN1CCCC1CNC(=O)c1cnn(-c2nccc(-c3cc4ccccc4o3)n2)c1C (centres undefined) | -8%[9.04 µM] | u | x |
| O=C(O)C1Cc2[nH]cnc2C(c2cccc([N+](=O)[O-])c2)N1 (centres undefined) | -6% | -16% | 1% |
| Cc1ccc(NC(=O)c2ccc(=O)[nH]n2)cc1S(=O)(=O)Nc1ccccc1Cl | 1% | 1% | -10% |
| CC1CCN(c2ccc(C(=O)Nc3ccc4c(c3)OCO4)cc2[N+](=O)[O-])CC1 | 10µM* | 9.2µM* | -6% |
| COc1ccc(N(C)S(=O)(=O)c2cccc(C(=O)NCc3ccc(C)cc3)c2)cc1 | u | u | -10% |
| COc1ccc(-n2cnnc2SCC(=O)NC2CCCc3ccccc32)cc1 (centres undefined) | -1% | -24% | 4% |
| CCCCN(C)C(=O)C1CCN(Cc2ccc(OCc3ccccc3)cc2)CC1 | u | 16µM* | 0% |
| COc1ccc(NC(=O)C(C)n2nnc3sc(-c4ccccc4)cc3c2=O)cc1Cl (centres undefined) | 13µM* | 6.5µM* | u |
| O=C(Nc1cccc(-c2ccc(N3CCCCC3)nn2)c1)c1ccc(Br)o1 | 21µM* | 12µM* | -27% |
| Cc1cnc(NC(=O)c2sc3ccccc3c2Cl)s1 | u | u | -9% |
| C=CCNC(=O)COC(=O)c1c2c(nc3ccccc13)CCC2 | 3% | u | -24% |

Complete entries from above:
Profile of C/C(CC(=O)Nc1cccc(C(F)(F)F)c1)=N\NC(=O)C(=O)NCC(C)C → TDP1 cell CPT = 5%; DT40 TDP1 no CPT = 5%; KAT2A inh = -13%
Profile of O=C(CCNC(=O)Cn1ccc2ccccc2c1=O)NCCCN1CCN(c2ccccc2F)CC1 → TDP1 cell CPT = -24%; DT40 TDP1 no CPT = -10%; KAT2A inh = 0%

The results go on.
| Molecule | TDP1 cell CPT | DT40 TDP1 no CPT | KAT2A inh |
| --- | --- | --- | --- |
| CCSc1nnc(-c2ccc(S(=O)(=O)NCc3cccs3)cc2)o1 | -13% | -8% | 3% |
| COC1OCC(O)C(OC(=O)c2ccccc2)C1OC(=O)c1ccccc1 (centres undefined) | u | u | x |
| CCOc1cc(C=O)cc(N=Nc2cccc([N+](=O)[O-])c2)c1O | 3% | -12% | -5% |
| O=C(Nc1ccc(Cl)c(S(=O)(=O)N2CCOCC2)c1)c1ccc2c(c1)OCCO2 | u | u | -11% |

Some of the compounds tested; the hit share may differ from the screen's.
